Bioassay records deposited in PubChem by The Scripps Research Institute Molecular Screening Center.
TAAR1 ag – agonists of human TAAR1; Q96RJ0; 360,000 tested, 0.99% active; CHO RD-HGA16 TAAR1, Fluo-8 calcium fluorescence; vehicle wells 0%, saturating PEA agonist 100%; activation, % at 3 µM;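 active means activation above the mean activation of all test compounds in the run plus 3 SD, cut at about 38% in these data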
Target sequence (Q96RJ0 whole entry, looked up): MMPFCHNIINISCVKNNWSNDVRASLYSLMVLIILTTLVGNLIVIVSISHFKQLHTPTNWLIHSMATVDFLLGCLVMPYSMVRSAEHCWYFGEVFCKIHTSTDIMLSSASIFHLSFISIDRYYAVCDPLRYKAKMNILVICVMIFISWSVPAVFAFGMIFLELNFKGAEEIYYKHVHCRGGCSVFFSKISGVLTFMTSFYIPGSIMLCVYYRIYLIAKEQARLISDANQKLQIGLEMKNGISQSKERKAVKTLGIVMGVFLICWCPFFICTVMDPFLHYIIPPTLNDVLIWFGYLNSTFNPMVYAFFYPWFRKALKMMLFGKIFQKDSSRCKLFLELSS
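System: CHO RD-HGA16 cells carrying human TAAR1 plus Gα16; Incubation: 17-24 h seeding, 75 min 37 °C dye, 30 min RT; Measured by: Fluo-8 fluorescence, 5 s baseline then 140 s kinetic read; Control set: DMSO and PEA EC100; Replication: single well for each compound.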
CHRM5 agonist – agonists of human muscarinic M5 receptor (CHRM5); CHO-K1 hM5 cells, Fluo-8 calcium fluorescence; 0% DMSO wells, 100% maximal acetylcholine response; P08912; 360,000 tested, 0.19% active; activation, % at 3 µM;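 active means activation above the run's mean over test compounds plus 3 SD, cut at about 23% in these data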;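 further: signal is peak over basal fluorescence ratio across the kinetic read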
CHRM5 PAM – CHRM5 positive allosteric modulation. 360,000 tested, 0.3% active. CHO-K1 hM5, Fluo-8 calcium, ACh EC20 PAM; 0% = ACh EC20, 100% = ACh EC100. P08912. AID 624038. activation, % at 3 µM;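 active means activation above the run cutoff, the mean activation of all test compounds plus 3 SD, cut at about 18% in these data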
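System: CHO-K1 cell line with stable human muscarinic M5 receptor expression | Also added: EC20 acetylcholine as agonist stimulus | Compound: One concentration, 3 µM final (nominal) | Timing: Fluo-8 loading 80 min at 37 °C plus 30 min room temperature | Measured by: Fluo-8 calcium dye fluorescence, kinetic read | Read-out basis: % activation, ACh-normalized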
M1 ag – agonists of human M1 muscarinic receptor. CHO-K1 hM1, Fluo-8 calcium fluorescence, agonist mode; 0% DMSO, 100% acetylcholine EC100. activation, % at 3 µM. 360,000 tested, 0.33% active;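 active means activation above the run's mean compound activation plus 3 SD, cut at about 16% in these data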;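 further: peak over basal fluorescence ratio within a 140 s kinetic read after compound addition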
CHRM4 antagonist – antagonists of human muscarinic M4 receptor (CHRM4) | P08173 | CHO-hM4 cells, ACh EC80, Fluo-8 calcium fluorescence | inhibition, % at 3 µM | 360,000 tested, 0.73% active | AID 624125;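 active means inhibition above its plate's cutoff, the mean inhibition of sample wells plus 3 SD, cut at about 27% in these data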;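 further: 0% = acetylcholine EC80 with DMSO and 100% = DMSO without agonist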
Target sequence (P08173 whole entry, looked up): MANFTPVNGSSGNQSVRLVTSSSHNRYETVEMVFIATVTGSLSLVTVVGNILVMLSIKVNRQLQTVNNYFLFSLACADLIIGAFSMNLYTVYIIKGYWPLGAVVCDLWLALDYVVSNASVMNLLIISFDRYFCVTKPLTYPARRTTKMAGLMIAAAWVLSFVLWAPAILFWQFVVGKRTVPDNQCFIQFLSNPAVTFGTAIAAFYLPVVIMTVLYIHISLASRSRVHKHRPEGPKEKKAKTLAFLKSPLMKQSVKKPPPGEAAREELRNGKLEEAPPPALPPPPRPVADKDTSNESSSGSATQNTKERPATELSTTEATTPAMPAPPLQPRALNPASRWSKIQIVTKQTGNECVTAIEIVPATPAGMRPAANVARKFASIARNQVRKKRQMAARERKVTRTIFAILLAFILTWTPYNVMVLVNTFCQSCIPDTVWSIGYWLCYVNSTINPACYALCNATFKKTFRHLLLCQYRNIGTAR
CHRM5 antagonist – CHRM5 antagonism in calcium assay. P08912. CHO-hM5 cells, Fluo-8 calcium fluorescence, ACh EC80. 360,000 tested, 0.59% active. inhibition, % at 3 µM;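 active means inhibition above a per-plate cutoff, the mean of that plate's test compounds plus 3 SD, cut at about 27% in these data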;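 further: 0% = acetylcholine EC80 with DMSO and 100% = DMSO without agonist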
CHRM1 PAM – human CHRM1 positive allosteric modulation; AID 588819; activation, % at 3 µM; CHO-K1 hM1, Fluo-8 calcium fluorescence, ACh EC20; 0% = ACh EC20, 100% = maximal ACh; 360,000 tested, 0.088% active; in the data active means activation above about 19%, passing the limit was not always enough
CHRM1 antagonist – blocks human M1 muscarinic receptor; P11229; inhibition, % at 3 µM; AID 588852; 360,000 tested, 1.3% active; CHO-K1 hM1, Fluo-8 calcium fluorescence, ACh EC80 antagonist;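 active means percent inhibition above its own plate's cutoff, namely the mean of that plate's compound wells plus 3 SD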;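 further: peak over basal fluorescence ratio during 140 s after agonist addition; 0% = ACh EC80 plus DMSO and 100% = DMSO alone without agonist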
CHRM4 agonist – agonists of human muscarinic M4 receptor (CHRM4); 360,000 tested, 0.14% active; CHO-K1 hM4/Gqi5, Fluo-8 calcium fluorescence; vehicle 0%, full acetylcholine response 100%; activation, % at 3 µM; AID 624127;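 active means activation above the run mean over all test wells plus 3 SD, cut at about 32% in these data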;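 further: peak over basal fluorescence ratio per well then scaled between controls; 0% = DMSO wells and 100% = acetylcholine at EC100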
Numbers without * were called inactive; · = no result given. An excerpt. The share of hits here may be higher or lower than overall.

SMILES	TAAR1 ag	CHRM5 agonist	CHRM5 PAM	M1 ag	CHRM4 antagonist	CHRM5 antagonist	CHRM1 PAM	CHRM1 antagonist	CHRM4 agonist
CCC(=O)Nc1ccc(OC)cc1OC	5	-9	2	-2	6	-2	8	-7	0
O=C(Nc1ccccn1)c1ccc(Br)s1	10	1	2	-6	-9	-9	7	-14	1
CC(=O)N1c2ccccc2C2(O)N=C(C)SC12 (stereo unspecified)	·	0	-3	-5	0	5	10	-6	1
O=C(O)c1ccc(C(S(=O)(=O)c2ccccc2)S(=O)(=O)c2ccccc2)cc1	1	0	-3	-1	-16	1	7	-13	0
CC1(C)Cc2cccc(OCC(=O)OCC(=O)c3ccccc3)c2O1	-1	-4	6	-3	-9	2	13	-6	1
COc1ccc(C(=O)N2CCCC(C(=O)N3CCCCCC3)C2)cc1 (stereo unspecified)	5	-3	0	-7	1	-5	-1	1	0
COc1ccc(N2CCN(C(c3cccs3)C(C)NS(C)(=O)=O)CC2)cc1 (stereo unspecified)	5	2	2	-5	1	-8	3	-4	2
Cc1sc(NC(=O)c2ccco2)c(CN2CCN(Cc3ccccc3)CC2)c1C	1	3	5	-8	7	2	-4	-3	5
CN(C)C(CNC(=O)CCC(=O)c1ccc(Br)cc1)c1ccccc1 (stereo unspecified)	1	-8	-5	-8	5	3	-28	35*	3
c1cc2c3c(cccc3c1)-c1cnccc1-2	3	-3	-4	-5	-2	11	-1	0	1
CCCCNC(=O)Nc1ncn[nH]1	4	0	-5	-5	-9	4	2	-8	0
N#Cc1ccc(NC(=O)Cn2cnc([N+](=O)[O-])c2)cc1	5	0	-6	-2	9	10	4	-11	1
Nc1nc(NCCO)nc(N2CCCCCC2)c1[N+](=O)[O-]	1	1	3	1	-6	-3	1	0	3
COc1ccc(C2CC(O)(C(C)(C)O)NO2)cc1 (stereo unspecified)	1	1	-2	-6	-2	5	3	-4	2
OC[C@@H]1[C@@H](c2ccc(Cl)cc2)C(c2ccc(F)cc2)=NN1c1ccccc1	-1	0	-3	-6	8	-1	-4	-7	-1
O=C(COC(=O)c1ccc(O)cc1O)Nc1ccc2c(c1)OCCO2	6	2	-2	0	9	-1	2	2	2
CSc1sc(C(=O)Nc2ccc(F)cc2F)c2c1C=CCC2	-1	1	6	-5	-5	-5	12	-15	-2
O=C1c2ccccc2C(=O)N1CSc1nnc(Nc2ccccc2F)s1	6	-3	-8	-6	-8	0	-9	16	8
CN(C)CCCNc1cc(Cl)c(S(=O)(=O)N2CCCCC2)cc1C(=O)O	0	4	7	-1	-3	-16	6	-3	1
COCc1ccccc1C1=CC(=O)C[C@H](c2ccc(OC)cc2)C1	0	-9	-3	-7	-9	8	2	-6	9

Look-ups from the results shown.
Value for O=C(Nc1ccccn1)c1ccc(Br)s1 under CHRM5 PAM: 2
Value for COCc1ccccc1C1=CC(=O)C[C@H](c2ccc(OC)cc2)C1 under CHRM1 PAM: 2
Value for OC[C@@H]1[C@@H](c2ccc(Cl)cc2)C(c2ccc(F)cc2)=NN1c1ccccc1 under CHRM4 agonist: -1

Next entries follow.
SMILES	TAAR1 ag	CHRM5 agonist	CHRM5 PAM	M1 ag	CHRM4 antagonist	CHRM5 antagonist	CHRM1 PAM	CHRM1 antagonist	CHRM4 agonist
CC1SC(c2ccc(Cl)cc2Cl)NC1=O (stereo unspecified)	17	-4	-1	-5	-2	0	0	-9	0
Brc1cccc(-c2nnc3sc(CN4CCCCC4)cn23)c1	12	1	0	-10	3	3	3	7	2
NC(=O)c1nsc(C(=O)N(Cc2ccco2)C(C(=O)NC2CCCC2)c2ccc(O)cc2)c1N (stereo unspecified)	9	2	2	1	-29	3	1	-3	22
Cc1ccc(S(=O)(=O)N2CCCC(C(=O)Nc3ccc(NC(=O)c4ccccn4)cc3)C2)cc1 (stereo unspecified)	15	2	-4	-2	-5	1	-4	7	2
Fc1ccc(-n2cc(-c3ccccc3)[n+]3c2SCC3)cc1	-1	-8	-4	-8	3	12	-2	8	2
Cc1noc(C)c1C(=O)N1CCN(S(=O)(=O)c2ccc(F)cc2)CC1	0	-5	2	-5	-1	7	-2	12	1
CCOC(=O)c1c(C)c(C(=O)NCc2cccnc2)c(C)n1C	5	4	-1	-4	3	-5	7	-6	1
Cn1cc(C(=O)NCc2ccc(F)cc2)cn1	8	7	5	-3	-7	-4	7	-3	0
CCNC(=S)N1CCN(C(=O)C(Cc2ccccc2)NC(C)=O)CC1 (stereo unspecified)	1	3	6	1	-10	3	13	-11	1
COc1ccc(-c2cc(C(=O)Nc3cc(OC)c(OC)c(OC)c3)no2)cc1	-1	1	-1	-1	10	7	-6	3	3
O=C(NC(Cc1ccccc1)C(=O)O)/C(=C/c1ccco1)NC(=O)c1cccc([N+](=O)[O-])c1 (stereo unspecified)	-1	-3	2	-7	6	0	8	-2	3
COc1ccc(C2CC(=O)Oc3cc(OC)c(OC)c(OC)c32)cc1 (stereo unspecified)	3	1	1	0	-9	-10	9	-9	0
Cc1cc(S(=O)(=O)NCCCN2CCOCC2)ccc1F	6	-4	0	-3	15	5	7	-11	1
COc1ccc(-c2sc(Nc3ccccc3)n[n+]2-c2ccc(F)cc2)cc1Br	11	-5	-5	-5	10	14	5	-7	1
O=CN1CCN(C(=O)COc2ccc(Cl)cc2Br)CC1	1	3	4	-7	2	-13	10	-10	0
COC(=O)c1ccc2c(=O)n(CC3CCCO3)c(SCC(=O)NCCc3ccc(S(N)(=O)=O)cc3)nc2c1 (stereo unspecified)	2	0	-2	-7	5	2	4	-1	0
CCCCCCc1c(C)[nH]c2nc3ccccc3n2c1=O	0	-1	1	-1	6	-7	9	-7	0
O=C1CC(c2ccccc2Oc2cccc(Cl)c2)C(n2cncn2)C(=O)C1C1NCCc2ccccc21 (stereo unspecified)	1	-4	0	-2	9	18	3	-10	0
Cc1c(NC(=O)c2ccc(NC(=O)C3CC3)cc2)cccc1C(=O)O	0	-3	-9	-3	-4	12	-2	7	0
Cc1cn([C@H]2C[C@H](O)[C@@H](/C=C/C(=O)NCCC(C)C)O2)c(=O)[nH]c1=O	0	1	5	-3	-8	2	4	-28	2

An excerpt from above, reduced to CHRM5 antagonist and TAAR1 ag.
molecule,CHRM5 antagonist,TAAR1 ag
CC1SC(c2ccc(Cl)cc2Cl)NC1=O (stereo unspecified),0,17
Brc1cccc(-c2nnc3sc(CN4CCCCC4)cn23)c1,3,12
NC(=O)c1nsc(C(=O)N(Cc2ccco2)C(C(=O)NC2CCCC2)c2ccc(O)cc2)c1N (stereo unspecified),3,9
Cc1ccc(S(=O)(=O)N2CCCC(C(=O)Nc3ccc(NC(=O)c4ccccn4)cc3)C2)cc1 (stereo unspecified),1,15

4 entries from above, as comma-separated lines:
canonical_smiles,TAAR1 ag,CHRM5 agonist,CHRM5 PAM,M1 ag,CHRM4 antagonist,CHRM5 antagonist,CHRM1 PAM,CHRM1 antagonist,CHRM4 agonist
COC(=O)c1ccc2c(=O)n(CC3CCCO3)c(SCC(=O)NCCc3ccc(S(N)(=O)=O)cc3)nc2c1 (stereo unspecified),2,0,-2,-7,5,2,4,-1,0
CCCCCCc1c(C)[nH]c2nc3ccccc3n2c1=O,0,-1,1,-1,6,-7,9,-7,0
O=C1CC(c2ccccc2Oc2cccc(Cl)c2)C(n2cncn2)C(=O)C1C1NCCc2ccccc21 (stereo unspecified),1,-4,0,-2,9,18,3,-10,0
Cc1c(NC(=O)c2ccc(NC(=O)C3CC3)cc2)cccc1C(=O)O,0,-3,-9,-3,-4,12,-2,7,0

(cont.)
SMILES	TAAR1 ag	CHRM5 agonist	CHRM5 PAM	M1 ag	CHRM4 antagonist	CHRM5 antagonist	CHRM1 PAM	CHRM1 antagonist	CHRM4 agonist
COc1cccc(N2CCN(Cc3nc4scc(-c5ccccc5)c4c(=O)[nH]3)CC2)c1	3	2	-7	-6	1	11	-6	5	6
O=S(=O)(c1ccccc1)N1CCC2(CC1)OCCN2S(=O)(=O)c1cccs1	10	11	-1	3	-20	-6	-4	3	11
CCC(C)c1ccc(S(=O)(=O)N2CCN(C(=O)CN3C(=O)NC(C)(C4CC4)C3=O)CC2)cc1 (stereo unspecified)	1	-1	1	-4	-18	-2	5	-8	6
CCOC(=O)C1Cc2c([nH]c3ccccc23)CN1 (stereo unspecified)	6	0	-1	-2	5	1	11	-15	2
CC(c1nccs1)N(C)C(=O)c1ccc(OC2CCN(CCc3ccccc3)CC2)cc1 (stereo unspecified)	3	-9	-14	-6	31*	36*	-10	13	2
C/C(=N/NC(=O)Nc1ccccc1)c1ccc(C)cc1	-1	-3	-3	-7	-5	13	8	-7	1
Cc1ccc(S(=O)(=O)N2CCOCC2)cc1C(=O)N1CC(C)OC(C)C1 (stereo unspecified)	1	3	-3	-1	-2	5	7	-21	0
Cc1ccc2oc(C(=O)Nc3ccc(S(=O)(=O)Nc4ncccn4)cc3)c(C)c2c1	1	-2	5	-1	-16	-4	18	-22	1
CC(C)=CC(=O)OCC(=O)Nc1ccc(SC(F)F)cc1	-1	-3	-3	-5	6	11	-2	13	0
O=C(c1ccoc1)N1CCCC(N2CCN(c3ccc(F)cc3)CC2)C1 (stereo unspecified)	0	-5	2	-5	-10	-4	3	-7	1
COc1ccc([N+](=O)[O-])cc1C1NN=C(c2cccc3ccccc23)S1 (stereo unspecified)	3	-1	-5	-3	-5	5	12	-11	0
COc1cc(/C=C/C(=O)OCC(=O)NCCC2=CCCCC2)cc(OC)c1OC	3	-4	-6	-4	-9	15	-1	-3	10
CCOc1cc(/C=N/O)ccc1OCc1ccccc1F	-2	-1	-1	-7	1	-5	11	-5	0
Cc1ccc(N(C)S(=O)(=O)c2cccc(C(=O)N3CCN(Cc4ccccc4)CC3)c2)cc1	4	-4	-14	0	-3	14	7	-2	6
Cc1onc(-c2ccccc2Cl)c1C(=O)NCc1ccccn1	8	-2	-5	-5	0	2	9	-10	-1
Cc1cc(C)cc(OCC(=O)OCC(=O)Nc2cc(C)nn2-c2ccccc2)c1	9	4	-9	-2	-6	5	3	-2	1
